High-throughput results deposited in PubChem by several laboratories.
SV40 large T antigen: SV40 large T antigen inhibitors, biochemical (AID 1903). SV40 large T antigen ATPase/helicase inhibition assay; higher % means a stronger effect. hit rate 0.39% among 310,000. inhibition, % at 20 µM, or IC50 in µM where a hit was titrated; in the data active = a potency from the dose series; inconclusive = inhibition mostly from about 32% at the one dose, without a potency; inactive = the rest, 99 in 100 with inhibition below about 32%; also: strong numbers were not always called active
NS5 inhibitors: Dengue-2 NS5 methyltransferase inhibitors, primary screen, biochemical, confirmation dose response (AID 588689). Dengue-2 NS5 methyltransferase capping enzyme assay, biochemical; higher % means a stronger effect. inhibition, % at 25 µM, or IC50 in µM where a hit was titrated. hit rate 0.3% among 340,000; in the data active = a potency from the dose series; inconclusive = inhibition above about 29% without an active follow-up result
GPR55 antagonists: GPR55 antagonists blocking LPI-driven arrestin recruitment, primary screen, imaging, U2OS, beta-arrestin-GFP, LPI agonist (AID 2013) | G-protein coupled receptor 55 (Homo sapiens) | U2OS GPR55 beta-arrestin-GFP translocation imaging, LPI antagonism; higher % means a stronger effect | inhibition, % at 10 µM; hits with a dose series show IC50 in µM | hit rate 0.13% among 290,000;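 active = spots per cell inhibited over 60%, with over 100 cells counted and total cytoplasm intensity under 500,000; inconclusive = wells with under 100 cells, flagged as likely toxic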;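 also: U2OS cells stably carrying GPR55 and arrestin-GFP stimulated by 5 µM LPI near EC80; imaged beta-arrestin-GFP aggregate spots per cell after agonist stimulation; plate controls were LPI-stimulated DMSO wells for no effect and DMSO wells without LPI for full effect; some results filed as inactive read as strong as hits; confirmed hits need IC50 under 10 µM and bright autofluorescent wells are also inconclusive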
RSV CPE inhibition: RSV antiviral activity via CPE protection, HEp-2 cells, primary 10 µM value included (AID 2391). one-dose CPE inhibition, % at 10 µM; IC50 in µM for titrated hits. hit rate 0.13% among 310,000. HEp-2 cells, RSV-induced CPE inhibition; higher % means a stronger effect; in the data active = a potency from the dose series; inconclusive = CPE inhibition mostly from about 23% at the one dose, without a potency; inactive = the rest, 99 in 100 with CPE inhibition below about 21%; also: strong numbers were not always called active
UTI89 phage lysis: inhibition of K1F phage lysis, E. coli UTI89, bacterial capsule biogenesis inhibitors, alamar blue (AID 488966); E. coli UTI89 K1F phage lysis, alamar blue, 2 h; higher % means a stronger effect; inhibition, % at 100 µM, or IC50 in µM where a hit was titrated; hit rate 0.02% among 340,000;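 active = phage lysis inhibition, versus mean bacterial control, above a set limit; inconclusive = no clear call, values can overlap the other calls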;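 also: capsule biogenesis inhibitors block K1F phage lysis so surviving cells raise fluorescence; higher fluorescence means more inhibition of phage lysis; actives were called in the ten point dose series up to 300 µM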
MgcRacGAP inhibition: MgcRacGAP GTPase-activating activity inhibitors, confirmation, biochemical, ADP Hunter fluorescence. MgcRacGAP-stimulated Rac1 GTP hydrolysis, ADP Hunter fluorescence; higher % means a stronger effect; GST-tagged Rac1 F28L mutant substrate. Rac GTPase-activating protein 1 (Homo sapiens). inhibition, % at 30 µM, or IC50 in µM where a hit was titrated. hit rate 0.6% among 340,000;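 active = first-screen hits whose inhibition reached a set limit at any dose in the follow-up dose series; inconclusive = inhibition above the set first-screen limit but never retested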;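 also: fluorescence reports GDP produced by GAP-driven GTP hydrolysis; strong numbers were not always called active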
HIV peptide binding: inhibitors of HIV fusion peptide binding, primary screen, biochemical, uHTS, fluorescence dequenching (AID 1986). hit rate 0.3% among 290,000. one-dose inhibition, % at 20 µM; IC50 in µM for titrated hits. cell-free peptide binding, fluorescence dequenching, 30 min; higher % means a stronger effect; in the data active = inhibition mostly above about 52%, no sharp cut-off; inactive = mostly below about 76%; also: some results filed as inactive read as strong as hits
PhoP inhibition: inhibitors of PhoP regulon expression, primary screen, Salmonella Typhimurium, GFP reporter (AID 1863); inhibition, % at 50 µM; hits with a dose series show IC50 in µM; hit rate 0.16% among 300,000; S. Typhimurium PhoP-regulated promoter GFP reporter, 4 h; higher % means a stronger effect;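 active = inhibition over 29.93%, a cutoff 3 SD above the screen mean, later confirmed by dose response; inconclusive = inhibition over 29.93% but no dose response follow-up; inactive = inhibition at most 29.93% or unconfirmed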;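 also: 0% = low Mg2+ inducing control and 100% = high Mg2+ repressing control; strong numbers were not always called active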
GPR35 arrestin U2OS: GPR35 antagonists blocking zaprinast-driven arrestin recruitment, primary screen, imaging, U2OS, beta-arrestin-GFP, zaprinast agonist (AID 2058) | U2OS GPR35 beta-arrestin-GFP translocation imaging, zaprinast antagonism; higher % means a stronger effect | G-protein coupled receptor 35 (Homo sapiens) | inhibition, % at 10 µM; hits with a dose series show IC50 in µM | hit rate 0.052% among 290,000;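 active = inhibition of at least 50% with at least 30 cells and total cytoplasm GFP at most 10,000,000; inconclusive = under 30 cells or total GFP of 10,000,000 plus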
NS5 inhibitors pilot replicate: second read-out of NS5 inhibitors, no call of its own (marks repeat the call); inhibition, %; measured here: pilot screen replicate inhibition
The depositor's hits bear a star; ? = inconclusive; / = no result given; & = joins results of further samples; [ ] = another dose, or the depositor's remark.

SMILES | SV40 large T antigen | NS5 inhibitors | GPR55 antagonists | RSV CPE inhibition | UTI89 phage lysis | MgcRacGAP inhibition | HIV peptide binding | PhoP inhibition | GPR35 arrestin U2OS | others
Cc1ccc(-n2nc3c(=O)n(CC(=O)NCCc4ccc(Cl)cc4)nc(C)c3c2C)cc1 | 5% | 9% | -5% | ? | 0.4% | 7% | 20% | 2% | 19%
CCOc1c(C)cnc2c1c(=O)n(Cc1cccc(Cl)c1)c(=O)n2C | 5% | 7% | 8% | 11% | 1.3% | -10% | 0.2% | 9% | 22%
O=C(CN1C(=O)NC2(CCCCC2)C1=O)N1CCN(S(=O)(=O)c2ccccc2)CC1 | 15% | -5% | 3% | 0.8% | 0.4% | 2% | -0.2% | -3% | 0%
CC(=O)Nc1c(-c2ccc(Cl)cc2)c(=O)c2ccccc2n1C | 12% | -9% | 3% | 0.8% | 0.2% | / | -0.7% | -5% | 3%
CC(=O)N1c2ccc(S(=O)(=O)N3CCCC3C(=O)NCc3ccccc3Cl)cc2CC1C (configuration not stated) | / | -3% | -6% | 0.0% | 3.1% | -8% | -0.5% | / | 12%
O=C(O)c1nn(-c2ccccc2)ccc1=O | 7% | 1% | 19% | 2.5% | -1.8% | 2% | 1.3% | -9% | 4%
C=CCNC(=O)c1onc(CS(=O)(=O)c2cc(C)cc(C)c2)c1C(=O)NCC=C | 0% | -7% | / | 1.0% | 0.7% | -3% | / | / | /
Cc1ccc(SCCC(=O)OCC(=O)NCC2CCCCC2)cc1 | -1% | / | 33% | -0.8% | -0.2% | 2% | 1.0% | 15% | -7%
CCN1CCN(c2ccc(N3CCN(C(=O)c4ccc(Br)o4)CC3)nn2)CC1 | 12% | -1% | / | -2.6% | 1.1%[50 µM] | 8% | / | 8% | /
CC1CCN(C(=O)C2c3ccccc3C(=O)N3CCc4ccccc4C23)CC1 (configuration not stated) | 18% | -4% | 14% | -1.7% | 5.4% | 7% | 1.6% | 1% | 7%
Cc1ccc(OCCN2C(=O)c3ccccc3C2=O)c(C)c1 | 2% | 2% | 12% | -0.2% | 5.7% | 7% | -2.2% | -6% | -15%
COC(=O)Cc1c(C)c2ccc(OCC(=O)N(C)C3CCS(=O)(=O)C3)cc2oc1=O (configuration not stated) | 0% | -3% | -12% | 2.2% | 0.2% | 5% | -0.7% | -3% | -12%
CC(NO)C(C)(C)NO (configuration not stated) | 21% | 3% | -7% | 1.8% | 1.1% | -4% | -0.9% | -13% | -3%
COc1ccc(C(=O)ON=C2CCN(c3ccc([N+](=O)[O-])cc3)CC2)cc1 | 12% | -5% | -13% | 1.0% | -0.1% | 10% | 2.6% | -3% | -9%
CC(=O)c1cccc(NC(=O)c2ccc(S(=O)(=O)N3CC(C)OC(C)C3)cc2)c1 (configuration not stated) | / | -9% | / | 0.4% | 0.5%[50 µM] | 4% | / | / | /
N#Cc1c(N)nc2c(c1-c1ccccc1)CCCC2 | 25% | -8% | 15% | 1.5% | -0.1% | 0% | 1.5% | -9% | -14%
Cc1cccc(C)c1NC(=O)CN(C)C(=O)Cc1cccc(C(F)(F)F)c1 | 2% | 1% | 4% | 0.9% | -0.2% | -2% | 1.7% | 3% | 3%
CCCOc1ccc(C2=NNC(=O)CC2)cc1 | -2% | -8% | -6% | -2.8% | 0.0% | 3% | -1.2% | 4% | 0%
CC(=O)Nc1ccc(-c2sc(Nc3cccc4ccccc34)n[n+]2-c2ccccc2)cc1 | 10% | -7% | 35% | 0.1% | 0.0% | 8% | 1.0% | -4% | 31%
O=C(CCC(NC(=O)OCc1ccccc1)C(=O)O)OCc1ccccc1 (configuration not stated) | 2% | -9% | 9% | 0.4% | 0.2% | 5% | -0.1% | 4% | 14%
CC(=O)N1CCN(C(=O)c2oc3ccccc3c2C)CC1 | 8% | -3% | -3% | 1.5% | 2.3%[50 µM] | 6% | -2.3% | -6% | 2%
Cc1ccc(CN(Cc2ccccc2)C(=S)Nc2ccccc2C)o1 | 21% | 1% | 6% | 0.0% | 0.0% | 7% | 1.9% | 2% | -2%
O=C(Cn1nnc(-c2ccc(Cl)cc2)n1)NCc1ccco1 | 10% | 0% | -8% | 0.9% | 0.2% | 10% | 1.5% | -12% | -10%
CCOC(=O)N1CCN(C(=O)CN(c2ccc(Cl)c(C(F)(F)F)c2)S(C)(=O)=O)CC1 | 16% | 2% | 7% | 0.4% | 0.4% | 8% | 6.8% | -2% | 9%
Cc1cc(NC(=O)c2cccc(F)c2)no1 | 4% | -5% | 20% | 0.8% | 0.3% | 12% | 1.0% | 4% | 7%
CC(CCc1ccco1)NC(=O)c1cc2c(-c3ccccc3F)nn(C)c2s1 (configuration not stated) | 7% | -5% | 6% | 5.0% | 0.2% | 4% | 4.2% | -1% | -6%
CCCC(C(=O)NC1CCCC1)N(Cc1ccccc1Cl)C(=O)c1snc(C(N)=O)c1N (configuration not stated) | 7% | -2% | 3% | 1.9% | 0.0% | 7% | -0.7% | -1% | 0%
Nc1nc(SCC(=O)NC2CCCc3ccccc32)n[nH]1 (configuration not stated) | -5% | 1% | 7% | 5.9% | 0.5% | 8% | 1.6% | 0% | -7%
CCN(CC)S(=O)(=O)c1ccc(S(=O)(=O)N2CCN(CCC#N)CC2)cc1 | 3% | -7% | 2% | 1.3% | 3.8% | 2% | -2.6% | 4% | -12%
Cc1cccc(Nc2nc(N)c([N+](=O)[O-])c(NCc3ccco3)n2)c1 | 11% | -4% | 7% | 8.9% | -2.4%[50 µM] | 11% | -0.6% | 17% | -6%
CN1CCN(CCCN2c3ccccc3Sc3ccc(C(F)(F)F)cc32)CC1 | 11%&12%&0% | 3%&-8%&-6% | 18%&-5% | -2.8% | 8.6%&6.2%&9.5% | 6%&13%&8% | -4.0%&-1.7% | 5%&-3%&-1% | 16%&-7%
CC1(C)CC(=O)C2=C(C1)N(c1cccc(O)c1)C1=C(C2)C(=O)CC(C)(C)C1 | 31% | 1% | 28% | 15% | 0.3% | 4% | 25% | -23% | 1%
O=C(CSc1nnc2c(n1)[nH]c1ccccc12)Nc1ccc2c(c1)OCO2 | -4% | 2% | -7% | 1.8% | -0.7% | 10% | 1.0% | 4% | -8%
CCn1c(O)c(N=NC(=O)C2C(=O)NCC2c2ccccc2)c2ccccc21 (configuration not stated) | 4% | -5% | 3% | 1.1% | -0.1%[50 µM] | 9% | -2.7% | -6% | -6%
CCCCC(=O)Nc1c2c(nn1-c1cccc(C)c1C)CS(=O)(=O)C2 | 15% | 3% | -3% | -2.3% | -0.1% | 0% | 0.6% | -6% | 8%
CC(=O)N(CC1CCCO1)c1nnc(-c2ccccn2)s1 (configuration not stated) | 12% | 2% | 5% | 0.4% | -1.2% | 3% | 2.3% | 3% | -12%
Cc1c(C(=O)Nc2nnc(C(F)(F)F)s2)oc2ccccc12 | 4% | -5% | -14% | 6.5% | -1.9% | 9% | 1.3% | 4% | 6%
COc1ccc(Oc2cn[nH]c2-c2ccc(OC)cc2O)cc1 | -1% | -6% | 6% | 22% | 0.6%[50 µM] | / | -3.0% | 6% | 6%
O=C(C1=C[C@H](C2CCCCC2)C[C@H](OCc2ccc(CO)cc2)O1)N1CCN(Cc2ccc3c(c2)OCO3)CC1 | 2% | -2% | -2% | -2.6% | -0.5% | 5% | -1.5% | 2% | 22%
O=C(NCCN1CCN(C(=O)c2cccc([N+](=O)[O-])c2)CC1)C(=O)NCc1ccc(Cl)cc1 | 22% | -5% | 10% | 1.9% | 1.4% | 4% | 2.1% | -8% | -2%
CCC(C)(O)c1[nH]c2ccc(C(F)(F)F)cc2c1C (configuration not stated) | 24% | -5% | 1% | 15% | -1.4% | 5% | 2.5% | -5% | 2%
CCOc1ccc(C(=O)Nc2c3c(nn2-c2ccc(C)cc2)CS(=O)C3)cc1OCC (configuration not stated) | 2% | -1% | -4% | 1.6% | 4.5% | 6% | 0.4% | -10% | 19%
COc1ccc(C(=O)CN(C(=O)c2ccc(Cl)cc2)N2C(=O)C3CCCCC3C2=O)cc1 (configuration not stated) | 6% | -6% | 6% | 0.5% | 0.5% | 2% | 3.2% | 0% | 16% | NS5 inhibitors pilot replicate=4.7
Cc1ccc(NC(=S)N2CCC(NC(=O)c3ccc(F)cc3)CC2)cc1C | -8% | -15% | 17% | 3.8% | 2.0% | -6% | -0.3% | 18% | 4%
CC12CCC(C(=O)Nc3nc4ccc(Br)cc4s3)(OC1=O)C2(C)C (configuration not stated) | -13% | 2% | 3% | 17% | 0.3% | 9% | 2.4% | 6% | 4%
Cc1c(C(=O)c2ccccc2)oc2ccc3ccccc3c12 | 6% | 14% | 9% | 6.7% | -0.1% | 15% | 0.5% | -6% | 1%
COc1ccccc1NC(=O)c1cc(C)oc1C | 0% | -5% | 7% | 1.7% | 0.3% | 4% | -2.1% | 4% | -16%
O=C(COC(=O)c1ccc(O)cc1O)Nc1cc(-c2ccccc2)nn1-c1ccccc1 | 11% | 2% | / | ? | -0.9%[50 µM] | 3% | / | -6% | /
C=Cc1ccc(Cn2c(=O)n(CCCOC)c(=O)c3sccc32)cc1 | 2% | -10% | 2% | ? | -0.8% | 0% | -1.2% | 4% | 10%
CC1CCCCC12NC(=O)N(CC(=O)Nc1ccc3[nH]c(=O)[nH]c3c1)C2=O (configuration not stated) | 11% | -6% | / | -0.6% | 1.1%[50 µM] | 5% | / | -7% | /
Cc1nnc(NC(=O)c2cc(S(=O)(=O)N3CCCCC3)ccc2Cl)s1 | 23% | -4% | 2% | 0.8% | 0.0% | 2% | -2.0% | -6% | -20%

For reference, 2 of the compounds above:
SMILES | SV40 large T antigen | NS5 inhibitors | GPR55 antagonists | RSV CPE inhibition | UTI89 phage lysis | MgcRacGAP inhibition | HIV peptide binding | PhoP inhibition | GPR35 arrestin U2OS | others
Cc1c(C(=O)Nc2nnc(C(F)(F)F)s2)oc2ccccc12 | 4% | -5% | -14% | 6.5% | -1.9% | 9% | 1.3% | 4% | 6%
COc1ccc(Oc2cn[nH]c2-c2ccc(OC)cc2O)cc1 | -1% | -6% | 6% | 22% | 0.6%[50 µM] | / | -3.0% | 6% | 6%
